Compound activity deposited in PubChem BioAssay by several laboratories.
AddAB inh – growth inhibition of E. coli expressing H. pylori AddAB, primary screen, AddAB inhibitor project, absorbance | hit rate 0.29% among 330,000 | AID 435030, 2010 | inhibition, % at 11.9 µM; in the data active = inhibition above about 12%;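 note: 0% = vehicle wells of infected cells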
Mot1-301 SUMO – yeast Mot1-301 growth rescue at high temperature, primary screen, SUMOylation pathway inhibitor project, S. cerevisiae, ATP luminescence, 38.5C | growth rescue, % at 18.8 µM | hit rate 1% among 320,000 | S. cerevisiae Mot1-301 growth rescue; percent above DMSO median, 100 means doubled;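 active = every valid replicate shows activation above 250% relative to neutral control wells; inactive = the rest, any valid replicate at or below 250%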;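 note: OY570 slx delta 5 strain wells were the positive control but not used for scaling; some compounds called inactive have numbers as strong as hits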
DSG3 Ab inh – inhibitors of pemphigus antibody binding to DSG3, primary screen, biochemical, bead-based, flow cytometry, scFv-GFP | binding (percent of control), % at 10 µM | hit rate 0.48% among 310,000 | AID 588358, 2011 | Desmoglein-3 (Homo sapiens), P32926 | DSG3-coupled beads, scFv-anti-DSG3-GFP binding; active compounds read low;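 active = binding more than 3 SD below its plate's average and above zero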;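 note: hits lower antibody fragment binding to DSG3; some compounds called inactive have numbers as strong as hits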
MOR-DOR inv ag – inverse agonists of MOR-DOR heterodimerization, primary screen, cell-based, luminescence; hit rate 0.21% among 340,000; cell-based MOR-DOR heterodimer luminescence, inverse agonism; inhibition, % at 9.3 µM; AID 504357, 2011; Mu-type opioid receptor (Homo sapiens) + Delta-type opioid receptor (Homo sapiens), …; in the data active = inhibition above about 22%, passing the limit was not always enough;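 note: 0% = cells with DMSO and 100% = wells without cells with DMSO; values of inactives mirror those of a sister screen read the other way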
Target sequence (P35372 whole entry, looked up): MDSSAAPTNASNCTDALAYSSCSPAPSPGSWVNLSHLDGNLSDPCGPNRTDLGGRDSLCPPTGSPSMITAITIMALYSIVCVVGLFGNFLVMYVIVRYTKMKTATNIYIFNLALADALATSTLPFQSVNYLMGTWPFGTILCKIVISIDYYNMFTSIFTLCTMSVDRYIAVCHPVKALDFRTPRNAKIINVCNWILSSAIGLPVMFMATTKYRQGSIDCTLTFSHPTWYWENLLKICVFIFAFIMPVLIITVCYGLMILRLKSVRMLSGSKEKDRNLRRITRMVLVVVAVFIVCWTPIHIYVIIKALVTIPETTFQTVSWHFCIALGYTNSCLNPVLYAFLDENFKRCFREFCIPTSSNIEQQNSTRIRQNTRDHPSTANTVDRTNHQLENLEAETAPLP
Target sequence (P41143 whole entry, looked up): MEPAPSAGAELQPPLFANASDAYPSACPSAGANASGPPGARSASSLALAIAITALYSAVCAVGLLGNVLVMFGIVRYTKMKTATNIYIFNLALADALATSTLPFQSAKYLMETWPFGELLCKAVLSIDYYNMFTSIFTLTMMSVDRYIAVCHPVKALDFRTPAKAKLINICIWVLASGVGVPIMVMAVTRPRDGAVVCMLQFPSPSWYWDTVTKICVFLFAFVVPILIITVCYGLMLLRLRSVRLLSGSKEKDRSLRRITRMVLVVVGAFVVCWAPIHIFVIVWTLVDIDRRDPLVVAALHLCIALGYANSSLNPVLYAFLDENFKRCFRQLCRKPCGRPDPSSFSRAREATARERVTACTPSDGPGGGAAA
phage Ecoli inh – growth loss of phage-infected E. coli, primary screen, RecBCD inhibitor project, absorbance, with phage, HTS; inhibition, % at 11.9 µM; hit rate 0.26% among 360,000; in the data active = inhibition above about 11%
E coli growth – E. coli V3065 growth inhibition, primary screen, counter-screen for AddAB inhibitor project, absorbance, OD600; 18 h; inhibition, % at 11.9 µM; hit rate 0.27% among 330,000; AID 449728, 2010;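 active = inhibition above the campaign's mean inhibition across all tested compounds plus 3 SD, cut at about 9.9% in these data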;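 note: uninfected addAB+ strain grown without phage in ampicillin broth; 0% = DMSO wells and 100% = ciprofloxacin 0.95 µg/ml wells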
PfHsp90 set2 – growth inhibition of PfHsp90-expressing yeast, primary screen, antimalarial PfHsp90 inhibitor project, S. cerevisiae, BacTiter-Glo luminescence, single point, set 2. BacTiter-Glo ATP, 48 h; yeast lacking PDR1 and PDR3 efflux regulators. inhibition, % at 9.4 µM. hit rate 0.32% among 310,000;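 active = every replicate shows inhibition above about 80%, whatever the replicate mean, limit read from the data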;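 note: 0% = DMSO neutral controls and 100% = 20 µM radicicol positive controls; yeast relying on Plasmodium falciparum Hsp90 in place of its own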
OPRM1-OPRD1 ag – agonists of OPRM1-OPRD1 heterodimerization, primary screen, cell-based, luminescence. Mu-type opioid receptor (Homo sapiens) + Delta-type opioid receptor (Homo sapiens), …. cells. activation, % at 9.3 µM. hit rate 0.3% among 340,000; in the data active = activation above about 18%;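 note: 0% = vehicle-treated cells and 100% = reference agonist; values of inactives mirror those of a sister screen read the other way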
PKA-R1A activ – activators of PKA-R1A holoenzyme, primary screen, biochemical, fluorescence polarization, Cy5-IP20, bovine R1A, mouse PKAc; PKA-R1A dissociation; scaled: DMSO 0%, 113 µM cGMP 100%; activation, % at 11.4 µM; hit rate 0.083% among 340,000;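 active = percent activation above the mean of all tested compounds plus 3 SD, cut at about 19% in these data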;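 note: higher means more PKAc released from R1A so a rise in polarization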
Tat transport – E. coli Tat export inhibitors, primary screen, MC4100, TorA-mCherry reporter, fluorescence, single point; inhibition, % at 10 µM; hit rate 0.036% among 340,000;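 active = mean replicate inhibition at least 50% and at least half of replicates individually reaching 50%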;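 note: exported cargo escapes ClpAP degradation while cytoplasmic cargo is degraded and loses fluorescence; 0% = median of neutral control wells and 100% = median of NaSCN control wells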
Arr AP2 block – inhibitors of beta-arrestin/AP2 binding, primary screen, biochemical, GPCR trafficking, flow cytometry | beta-arrestin 1 C-terminal peptide binding to AP2 beta2-adaptin appendage (human) | FITC-arrestin peptide / GST-AP2 beads; AP2 beta2 appendage carries R879A mutation | inhibition, % at 10 µM | hit rate 0.31% among 340,000;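 active = inhibition above a set limit, near 3 SD of compounds lacking own fluorescence, cut at about 54% in these data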;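 note: plate controls were DMSO wells for no effect and 5 µM unlabelled arrestin peptide for full effect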
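Assay system: GST-AP2 R879A bound to glutathione beads, E. coli-expressed; Medium: PBS with 0.05% Tween 20 and 0.1% BSA; Also added: fluorescein-tagged arrestin peptide at 50 nM final; Timing: 12 min plus 1 h, RT; Measured by: flow cytometry, FL1 (488/535 nm); Evaluation: percent drop in bead-associated FITC signal.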
* = called active by the depositor; . = no result given.

SMILES	AddAB inh	Mot1-301 SUMO	DSG3 Ab inh	MOR-DOR inv ag	phage Ecoli inh	E coli growth	PfHsp90 set2	OPRM1-OPRD1 ag	PKA-R1A activ	Tat transport	Arr AP2 block
CCOc1ccc(C(C(=O)NCC2CCCO2)N(Cc2ccccc2)C(=O)c2snc(C(N)=O)c2N)cc1 (stereo unspecified)	2.7	10.8	110.6	16.5	-0.1	-2.2	9.4	-3.1	-0.1	3.2	-6.4
O=S(=O)(Nc1cc(S(=O)(=O)N2CCOCC2)ccc1O)c1ccc2c(c1)OCCCO2	1.0	0.5	111.0	-7.0	1.3	-1.4	9.9	1.6	3.1	-0.9	6.2
O=C(O)CCCC(=O)Nc1ccc(N2CCCC2)cc1	0.8	86.7	88.7	-9.3	1.0	-1.3	0.0	1.6	-9.1	-7.6	10.0
COc1ccc(NC(=O)c2sc3nc(C)nc(N4CCN(c5ccccn5)CC4)c3c2C)cc1Cl	2.0	8.7	99.3	-39.8	-0.6	4.7	-8.4	8.0	-19.1	4.1	17.1
O=c1[nH]n(-c2ccccn2)c(=O)c2ccccc12	1.1	22.5	.	4.7	0.5	1.4	-4.4	-0.9	-8.0	-5.9	-2.0
CC(=O)c1cnc2c(-c3ccccc3)c(-c3ccccc3)nn2c1C	2.0	-19.5	110.5	11.3	1.2	3.2	-6.8	-2.0	-1.6	0.4	-0.3
COc1ccc(OC)c(NS(=O)(=O)c2ccc3c(c2)n(C)c(=O)n3C)c1	0.4	.	96.2	5.7	3.8	0.6	-12.5	-0.9	-3.6	0.8	0.1
CC1CCc2[nH]c3ccc(C(=O)NCCCOC(C)C)cc3c2C1 (stereo unspecified)	-0.7	-13.5	100.2	7.5	4.9	1.1	3.5	-1.5	-8.3	12.8	14.2
Cc1cc2ccccc2c(=O)n1CC(=O)NCC(=O)N1CCCC(C)C1 (stereo unspecified)	2.8	-27.6	117.4	-10.4	-0.6	1.6	11.4	1.9	-9.8	-0.5	-6.8
COc1ccc(NC(=O)CN(C)C(=O)c2cc(C3CC3)nn2-c2ccccc2)cc1	2.2	161.4	104.8	15.0	0.5	-3.0	32.3	-4.0	-4.6	8.2	-1.0
CC1CCc2sc(C(=O)N3CCN(c4ncccn4)CC3)cc2C1 (stereo unspecified)	3.8	244.2	112.4	16.7	1.1	2.5	1.3	-3.1	-4.5	-5.0	32.8
Cc1ccc(CNC(=O)CNS(=O)(=O)c2ccc(Br)s2)cc1	-0.3	6.1	95.9	-8.3	-1.5	0.5	-9.2	1.0	-7.3	-0.4	-13.3
COc1ccc(-c2cc(-c3nc4ccccn4c3NCc3ccccc3)ccc2OC)cc1	3.5	57.2	96.9	-44.5	2.6	0.3	-6.5	8.0	-8.7	8.9	-8.9
Cc1ccc(C)c(S(=O)(=O)N(C)C2CCS(=O)(=O)C2)c1 (stereo unspecified)	-0.3	-9.9	111.8	9.5	1.5	0.7	17.2	-1.7	4.5	-5.4	-19.6
Cc1cccc(COC(=O)Nc2ccc(NC(=O)c3ccccc3Cl)cc2)c1	2.3	11.0	88.4	1.1	4.0	0.9	-11.0	-0.2	-4.2	1.0	-0.2
C=CCSc1nnc(COc2ccc(=O)n(-c3ccccc3)n2)n1CC	0.3	-7.7	.	8.4	3.2	-1.3	-11.3	-1.8	-2.6	-3.8	-4.3
Cc1ccccc1-c1nc(-c2ccccn2)no1	3.1	-39.7	97.4	17.7	2.2	1.1	58.3	-3.4	-17.6	1.0	33.9
COc1ccc(CC(=O)NC(C)c2ccc(Cl)c(Cl)c2)cc1S(=O)(=O)N1CCOCC1 (stereo unspecified)	.	.	.	10.8	1.2	.	15.2	-2.9	-5.3	3.7	27.4
Cc1nnc(SCC2=C(C(=O)O)N3C(=O)C(NC(=O)C(C)n4nc(C(F)(F)F)cc4C)C3SC2)s1 (stereo unspecified)	1.7	10.3	101.5	0.9	4.0	2.4	3.0	-0.2	5.9	1.0	-5.9
CCCCn1c(N)c(N(CCOC)C(=O)c2c(CC)noc2C)c(=O)[nH]c1=O	0.0	-1.2	111.8	0.1	-1.1	-0.2	7.1	0.0	13.1	-3.3	-11.3
COc1ccc(NS(=O)(=O)c2csc(C(N)=O)c2)cc1OC	-0.4	8.7	102.1	-1.3	-1.8	0.7	24.3	0.3	-9.5	2.1	33.2
COc1ccc(N(CC(=O)N2CCN(c3ccc(Cl)cc3)CC2)S(=O)(=O)c2c(C)n[nH]c2C)cc1	4.1	13.2	103.0	9.3	2.3	-0.4	-4.2	-1.9	-4.4	9.4	25.2
COCCN(C(=O)Cn1nnc2ccccc21)C(C(=O)NC1CCCC1)c1cc(OC)ccc1OC (stereo unspecified)	3.5	-11.0	101.1	-1.2	2.7	-0.3	-11.7	0.2	0.3	10.2	-0.8
CCOc1ccccc1NC(=O)N1CCCC(c2nc3c(nnn3Cc3ccc(C)cc3)c(=O)[nH]2)C1 (stereo unspecified)	0.8	.	102.7	-0.7	0.6	-0.4	16.0	0.1	2.6	1.9	1.2
CCOC(=O)C(NC(=O)c1ccccc1F)(Nc1cc(C)on1)C(F)(F)F (stereo unspecified)	2.3	-15.7	101.4	-0.7	3.0	-1.6	-8.1	0.1	0.0	6.3	1.1

Entries of single compounds, quoted from the list. Order of values: AddAB inh | Mot1-301 SUMO | DSG3 Ab inh | MOR-DOR inv ag | phage Ecoli inh | E coli growth | PfHsp90 set2 | OPRM1-OPRD1 ag | PKA-R1A activ | Tat transport | Arr AP2 block
Cc1ccc(CNC(=O)CNS(=O)(=O)c2ccc(Br)s2)cc1 is entered as -0.3 | 6.1 | 95.9 | -8.3 | -1.5 | 0.5 | -9.2 | 1.0 | -7.3 | -0.4 | -13.3
COCCN(C(=O)Cn1nnc2ccccc21)C(C(=O)NC1CCCC1)c1cc(OC)ccc1OC (stereo unspecified) is entered as 3.5 | -11.0 | 101.1 | -1.2 | 2.7 | -0.3 | -11.7 | 0.2 | 0.3 | 10.2 | -0.8
CC(=O)c1cnc2c(-c3ccccc3)c(-c3ccccc3)nn2c1C is entered as 2.0 | -19.5 | 110.5 | 11.3 | 1.2 | 3.2 | -6.8 | -2.0 | -1.6 | 0.4 | -0.3

(listing goes on)
SMILES	AddAB inh	Mot1-301 SUMO	DSG3 Ab inh	MOR-DOR inv ag	phage Ecoli inh	E coli growth	PfHsp90 set2	OPRM1-OPRD1 ag	PKA-R1A activ	Tat transport	Arr AP2 block
COc1ccc(C(=O)C[n+]2ccc(N)c(C)c2C)cc1	1.5	-10.7	107.2	0.0	4.0	-1.3	31.7	0.0	2.5	3.7	5.7
CCOC(=O)c1c(NC(=O)c2ccco2)sc2c1CCCCC2	1.4	63.9	102.5	7.5	0.6	-0.1	6.8	-1.3	-12.7	11.0	2.0
O=C(NCCCN1CCOCC1)c1ccc2c(c1)N(Cc1ccccc1)C(=O)c1ccccc1S2=O (stereo unspecified)	0.4	5.2	100.6	8.9	0.9	-1.6	9.5	-1.7	-3.5	-4.8	2.9
N#C/C(=C\c1ccc(F)cc1F)S(=O)(=O)c1ccccn1	4.4	11.9	116.2	4.3	2.6	0.0	11.8	-0.8	0.0	-0.4	-7.5
O=S(=O)(NC1CCCC1)c1ccccc1Br	2.3	9.5	106.1	-4.6	1.1	2.9	-2.6	0.8	-8.4	-2.4	-6.0
O=C(c1cc2ccccc2o1)N1CCCCCC1	2.7	194.5	102.3	19.3	0.2	-0.8	-19.6	-3.6	-7.2	-6.1	13.5
CCOc1cc(CN2CCCC(C(=O)c3cccc(C(F)(F)F)c3)C2)ccc1O (stereo unspecified)	4.3	-5.1	104.8	-3.5	2.5	-0.4	-11.6	0.7	1.3	-4.2	-0.7
COc1ccccc1NC(=O)CC12CC3CC(CC(Br)(C3)C1)C2	1.7	0.4	107.0	-20.7	0.5	0.6	-1.1	3.9	1.0	3.1	25.1
COc1ccc(OC)c(NC(=O)NC2(C(F)(F)F)Oc3ccccc3O2)c1	2.6	1.2	97.0	-5.9	0.8	-1.6	8.5	0.9	3.1	-0.2	8.4
COc1ccc(/C=N\NS(=O)(=O)c2ccc(Cl)cc2)cc1COc1ccccc1[N+](=O)[O-]	2.9	1.6	94.1	-4.6	-1.3	0.8	18.4	0.8	-3.0	4.1	4.5
COc1ccccc1NC(=O)COc1cccc(-n2cnnn2)c1	2.1	-21.4	112.5	20.4	2.6	0.9	.	-4.5	0.4	7.1	2.4
Cn1c(NCc2ccccc2)cc(=O)n(C)c1=O	1.3	0.9	98.9	1.9	0.8	-0.1	1.6	-0.3	2.6	-0.6	8.7
COC(C(=O)NNS(=O)(=O)c1ccc([N+](=O)[O-])cc1)c1ccccc1 (stereo unspecified)	-0.2	-0.6	95.7	8.8	-0.6	-2.5	2.9	-1.4	-0.3	-7.1	-5.7
CCN(C(=O)COC(=O)c1cnc(C)cn1)C1CCS(=O)(=O)C1 (stereo unspecified)	0.0	-17.4	100.1	-34.7	0.4	1.8	.	6.7	4.8	-8.7	8.2
COc1ccc(/C=C(/NC(=O)c2ccco2)C(=O)NCCc2ccccc2)cc1	0.7	-5.2	115.6	-6.2	-0.3	-0.1	-14.5	1.2	0.9	-9.5	19.9
Cc1cc(C)c2c(CC(=O)Nc3ccc(Cl)cn3)coc2c1	3.3	19.5	110.9	-26.4	0.2	0.7	-11.4	6.3	-1.0	1.3	15.2
COc1c(Cl)cc(Cl)cc1C(=O)Nc1ccc(NC(C)=O)cc1	3.7	.	96.9	6.4	2.7	2.9	10.8	-1.3	1.2	-0.1	8.5
O=C(NCc1ccc(F)cc1)C1CCN(c2cnccn2)CC1	1.9	5.0	98.8	1.6	1.1	-1.1	-5.4	-0.3	-12.7	-17.2	25.5
CCOC(=O)C1CCN(S(=O)(=O)c2cc(Br)cc3c2N(C(=O)C2CC2)CC3)CC1	-0.8	9.8	105.2	8.4	0.9	0.2	-12.8	-1.4	-2.1	11.6	3.4
O=C(CCCc1ccccc1)NCc1cn2ccsc2n1	-3.5	-9.3	108.5	-4.8	96.2*	0.7	-11.8	0.8	-3.2	6.5	2.1
CCc1ccc(C2CC(c3ccc(F)cc3)Nc3nc(N)nn32)cc1 (stereo unspecified)	4.3	0.3	109.5	9.8	2.1	0.5	3.4	-2.0	-5.1	-1.5	4.9
O=C(NCCF)C1Nc2ccc(OC(F)(F)F)cc2C2C=CCC12 (stereo unspecified)	2.2	12.6	103.4	-16.1	3.1	1.3	6.9	2.8	-9.2	-2.1	4.0
